GLS inh – inhibitors of human glutaminase (GLS). GLS enzymatic activity, qHTS titration. Potency, µM (titrated, usually from 45.5 µM), for the others: at the top dose activity change, negative = inhibition, actives largely listed as inhibitors. 0.21% of 410,000 active. O94925. AID 624170; further: potency means the concentration at half of the fitted maximal effect; on the % scale 0 is the no-effect control and ±100 the full control effect
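Glutamate formation by hKGA was monitored fluorometrically using coupled glutamate oxidase, HRP and Amplex Red. Substrate was added as 1 mM L-glutamine solution; incubation was 30 min at RT after an initial read.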
PI4K2A block – blocks human PI4K2A kinase activity; purified PI4K2A, ADP-Glo luminescence, 1 h; active compounds read low; Q9BTU6; 0.13% of 420,000 active; activity change, negative = inhibition, % at 76.9 µM; AID 1346378; in the data active means activity change below about -50%; inconclusive means mostly about -30% to -49%;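 further: -100% = wells without enzyme as full effect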
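ADP-Glo luminescence measured ADP generated by PI4K2A enzyme (4 ug/mL before mixing) with 1.2 mM PI substrate (pre-mix) and 300 microM ATP (pre-mix). Tris pH7.5 buffer with MgCl2, Triton X-100; 1 h reaction at ambient temperature.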
PGK inhibitor – inhibitors of T. brucei phosphoglycerate kinase; PGK/GAPDH coupled, Kinase-Glo luminescence, 60 min; 0.043% of 380,000 active; Potency, µM (titrated, usually from 57.5 µM), inactives show top-dose activity change, negative = inhibition, most hits filed as inhibitors; AID 602233; further: potency means the concentration at half of the fitted maximal effect; on the % scale 0 is the no-effect control and ±100 the full control effect; nearly all actives have a fitted effect of over 60% in size
Target sequence (P07378 whole entry, looked up): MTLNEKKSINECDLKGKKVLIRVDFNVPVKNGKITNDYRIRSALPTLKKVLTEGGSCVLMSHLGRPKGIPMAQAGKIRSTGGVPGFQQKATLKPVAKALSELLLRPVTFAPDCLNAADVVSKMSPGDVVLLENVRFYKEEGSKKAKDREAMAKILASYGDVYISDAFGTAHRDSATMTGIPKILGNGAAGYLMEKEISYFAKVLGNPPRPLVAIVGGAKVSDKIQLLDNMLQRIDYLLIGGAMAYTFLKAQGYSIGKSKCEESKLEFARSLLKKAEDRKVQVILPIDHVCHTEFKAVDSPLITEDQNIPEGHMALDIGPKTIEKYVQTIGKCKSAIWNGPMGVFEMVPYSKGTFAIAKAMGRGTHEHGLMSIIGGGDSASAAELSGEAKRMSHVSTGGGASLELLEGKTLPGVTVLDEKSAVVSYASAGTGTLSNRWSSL
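Recombinant glycosomal PGK reaction used 1,3-bisphosphoglycerate generated in-well by GAPDH (100nM final) in 100mM TEA pH 7.6, 5mM MgCl2, 0.01% Tween-20. After 60 minutes at room temperature, ATP was read by Kinase-Glo Plus luminescence end-point.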
mIDH1 inhibitor – human IDH1 R132H inhibition; IDH1-R132H enzyme, NADPH consumption, diaphorase/resazurin fluorescence; Potency, µM (series often up to 76.6 µM), for the others: at the top dose activity change, negative = inhibition, most hits filed as inhibitors; 0.093% of 390,000 active; further: potency means the concentration at half of the fitted maximal effect; on the % scale 0 is the no-effect control and ±100 the full control effect; nearly all actives have a fitted effect of over 65% in size
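IDH1-R132H (0.5 ug/mL) preincubated 30 min with compound, then NADPH (0.016 mM) and alpha-KG (2 mM) added; 80 min at RT, pH 7.5. Remaining NADPH coupled via diaphorase/resazurin to fluorescence (540/590 nm); concentration-response curves normalized to no-enzyme control.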
TrxR1 substrate – substrates of rat thioredoxin reductase 1. AID 588456. purified TrxR1 substrate turnover, NADPH consumption readout. 0.01% of 390,000 active. Potency, µM (doses to about 114 µM), for inactives: top-dose activity change, negative = substrate turnover. O89049; further: potency means the concentration at half of the fitted maximal effect; on the % scale 0 is the no-effect control and ±100 the full control effect; nearly all actives have a fitted effect of over 50% in size
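Rat TrxR1, dispensed at 90 nM, was prereduced with 400 uM NADPH (final) for 5 min at ~22 deg C, then incubated with compound 15 min before 400 uM selenite. A first-read NADPH fluorescence drop versus no-compound background flagged substrates.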
Pin1 inh – blocks the human prolyl isomerase Pin1 | Pin1 FP peptide displacement, HiFluor488, 10 min | Potency, µM (doses to about 115 µM), for inactives: top-dose activity, negative = inhibition, actives largely listed as inhibitors | 0.009% of 390,000 active | AID 504891; active means well fitted inhibition curve with a large enough effect in the polarisation, with a control signal flat, not every such curve was filed as active; inconclusive means small, poorly fitted or top-dose-only effect, or effect the other way, or a change in a side signal; inactive means no such curve, though single readings can be large or run the other way; the % refers to the polarisation; further: potency means the concentration at half of the fitted maximal effect; on the % scale 0 is the no-effect control and ±100 the full control effect
Target sequence (Q13526 whole entry, looked up): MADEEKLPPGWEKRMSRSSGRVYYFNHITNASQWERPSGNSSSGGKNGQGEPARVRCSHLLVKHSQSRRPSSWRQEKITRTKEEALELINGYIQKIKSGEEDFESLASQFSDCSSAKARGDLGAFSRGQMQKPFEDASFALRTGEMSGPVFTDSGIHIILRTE
TrxR1 inh – rat TrxR1 inhibition; 1% of 390,000 active; Potency, µM (titrated, usually from 114 µM), for inactives: at the top dose activity change, negative = inhibition, usual class: inhibitors; O89049; recombinant rTrxR1, NADPH fluorescence consumption, selenite substrate; further: potency means the concentration at half of the fitted maximal effect; on the % scale 0 is the no-effect control and ±100 the full control effect; nearly all actives have a fitted effect of over 65% in size
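Rat TrxR1 (90 nM in the dispensed reagent) was pre-reduced with 400 uM NADPH for 5 min at room temperature, then incubated with compound for 15 min. After 400 uM selenite was added, NADPH fluorescence (Ex 340/Em 450 nm) was followed for 8 min.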
USP1 inh – USP1/UAF1 (human) deubiquitinase inhibition | O94782 | recombinant USP1/UAF1, Ub-Rhodamine cleavage fluorescence | Potency, µM (top dose mostly 57.1 µM), for the others: at the highest dose activity change, negative = inhibition, actives largely listed as inhibitors | 0.23% of 390,000 active; further: potency means the concentration at half of the fitted maximal effect; on the % scale 0 is the no-effect control and ±100 the full control effect; nearly all actives have a fitted effect of over 60% in size; inactives centre near -12
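High-throughput fluorogenic screen: 1nM USP1/UAF1 complex, Ub-Rho substrate 150nM final, 50mM HEPES pH 7.8 with 0.5mM EDTA, 0.1 mg/ml BSA, 1mM TCEP and 0.01% Tween-20.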
HP1b binding inh – HP1-beta chromodomain-methylated histone interaction inhibition | 0.56% of 390,000 active | AlphaScreen HP1-beta / biotin-H3K9me3 peptide binding | Potency, µM (titrated, usually from 114 µM), without a hit: top-dose activity change, negative = inhibition, actives largely listed as inhibitors | P83916; further: potency means the concentration at half of the fitted maximal effect; nearly all actives have a fitted effect of over 70% in size; inactives centre near 23
Target sequence (P83916 whole entry, looked up): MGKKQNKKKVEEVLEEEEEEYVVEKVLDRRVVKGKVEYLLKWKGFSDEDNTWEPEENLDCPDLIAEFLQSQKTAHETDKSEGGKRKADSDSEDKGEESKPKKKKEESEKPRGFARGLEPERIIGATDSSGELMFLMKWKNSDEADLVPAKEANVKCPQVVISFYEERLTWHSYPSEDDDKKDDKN
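AlphaScreen: HP1-beta (50 nM) preformed 30 min with biotin-H3(1-18)K9me3 peptide (50 nM) in PBS pH 7.4, 0.01% Tween-20. Compound added for 30 min at RT, then streptavidin donor/nickel chelate acceptor beads (10 ug/mL) for 30 min.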
* = called active by the depositor; i = inactive; ? = inconclusive; / = not tested or not shown; [ ] = remark or other dose. Unless noted, the call rests on the fitted dose curve; in most records, active means well fitted curve in the direction sought with a large enough effect; inconclusive means small, poorly fitted or top-dose-only effect, or another doubt; inactive means no such curve, though single readings can be large; an effect the other way counts as inactive or inconclusive. Some of the compounds tested; rates above refer to the full screens.

SMILES | GLS inh | PI4K2A block | PGK inhibitor | mIDH1 inhibitor | TrxR1 substrate | Pin1 inh | TrxR1 inh | USP1 inh | HP1b binding inh
C[C@]12CC[C@H](O)CC1=CCC1C2CC[C@@]2(C)C1CC[C@@H]2NCc1ccccc1 (some centres not stated) | -14.7% | 4.2 | -5.0% | -1.8% | / | / | / | -12.3% | /
Cc1ccc(/C=N/NC(=O)c2cc3c(s2)CCCC3)o1 | 12.1% | -3.0 | 0.6% | 1.5% | -4.3% | 2.4% | -7.4% | -7.7% | 40.1%[activator]
CN(C(=O)COc1ncnc2c1cnn2-c1ccccc1)C1CCCCC1 | -5.3% | -1.2 | 3.8% | 5.3% | 10.2% | 25.7% | 20.6% | -18.5% | 36.8%
CN(C)S(=O)(=O)c1cc(NC(=O)c2ccc(-n3ccnc3)c([N+](=O)[O-])c2)ccc1Cl | 41.3%[activator] | 3.0 | 5.2% | 9.6% | -0.1% | -1.3% | 5.1% | -6.8% | 19.7%
CC(C)CNC(=O)COc1ncnc2ccccc12 | 0.0% | -3.0 | -0.4% | -1.8% | -0.3% | -2.4% | 4.3% | 1.5% | 11.5%
Cc1ccc2nc(N3CC(C)OC(C)C3)nc(-c3ccccc3)c2c1 (configuration not stated) | 3.7% | -2.6 | -6.8% | 9.5% | 27.8% | -0.8% | 4.1% | -20.7% | 120.4%[activator]
CCN1CCN(CCNC(=O)c2ccc(CS(=O)(=O)c3c(Cl)cccc3Cl)o2)CC1 | 6.5% | -1.3 | i | 0.5% | 10.6% | 0.8% | 8.3%[57.1 µM] | -19.9% | 30.5%
S=c1[nH]nc(-c2ccc(Br)cc2)n1Cc1ccco1 | 2.3% | 12.6 | 0.9% | 1.9% | 9.9%[57.1 µM] | -3.7% | -10.1%[57.1 µM] | -19.7% | -17.1%
Cc1ccc(CS(=O)(=O)CC(C)(O)c2ccccc2)cc1 (configuration not stated) | -3.2% | 2.8 | 7.1% | -2.0% | 0.3% | 1.6% | 9.3% | -23.0% | 49.3%[activator]
O=C(CSc1nnc(-c2ccccc2)c(-c2ccccc2)n1)NC1CCCCC1 | 4.8% | 1.1 | 5.0% | -24.7% | -3.3%[57.1 µM] | -0.8% | 0.5%[57.1 µM] | -29.6% | 3.7%
COc1ccc(N=Cc2c(C)[nH][nH]c2=O)cc1 | 11.5% | -4.5 | -1.5% | 3.6% | -11.6% | -5.6% | 3.9% | -10.7% | 14.3%
Cc1[nH]nc2c1C(c1ccc(F)cc1)C1=C(CC(C)(C)CC1=O)N2 (configuration not stated) | 10.9% | -7.7 | 2.8% | 1.2% | 73.3%[activator] | 1.5% | -10.5% | -10.9% | 57.4%[activator]
C/C(=N/NS(=O)(=O)c1ccc(C)cc1C)c1ccc2c(c1)OCO2 | 20.3% | 0.9 | 2.4% | -11.7% | -2.5% | -2.9% | 5.0% | -12.6% | 26.9%
C[C@@H]1COC(=O)[C@H](Cc2ccc(F)cc2)C/C=C\C[C@@H](CC(=O)N[C@H](CO)Cc2ccccc2)C(=O)N1 | -2.1% | 5.5 | -4.3% | -7.9% | 0.3%[57.1 µM] | -8.1% | 5.4%[57.1 µM] | -9.3% | 21.0%
Clc1nc(Cl)nc(-c2cn(-c3ccccc3)c3ccccc23)n1 | -0.5% | -8.8 | -6.0% | -9.5% | 57.3%[activator] | 80.7%[activator] | 4.8% | -16.0% | 17.8%
COc1ccc(CN2CCC[C@]3(N[C@H](c4ccc(C)cc4)[C@@H]4C(=O)N(C)C(=O)[C@@H]43)C2=O)cc1 | -33.5% | 6.5 | -1.5% | 10.3% | / | / | / | -19.7% | /
CN(Cc1cn(C)nc1-c1ccccc1F)CC1CCCCO1 (configuration not stated) | 3.6% | -4.1 | i | 4.5% | -1.9% | -1.6% | -6.6% | -22.5% | 45.9%[activator]
Cc1onc(-c2c(Cl)cccc2Cl)c1NC(=O)N(C)N | 12.1% | 8.7 | -6.3% | 18.3% | 2.7% | -2.3% | 18.8% | -20.0% | 39.4%[activator]
Cc1ccc(C2=NN(CC(=O)NCCc3ccccc3)C(=O)CC2)cc1 | 5.6% | -0.9 | i | -8.0% | 3.1%[57.1 µM] | -1.6% | 22.1%[57.1 µM] | -0.7% | -9.4%
CC1CCCCC1NC(=O)COC(=O)Cc1ccc(Br)cc1 (configuration not stated) | 2.3% | -6.1 | -5.8% | -5.8% | 3.1%[57.1 µM] | -3.6% | 15.8%[57.1 µM] | -9.9% | 5.1%
C[C@@H]1CN([C@H](C)CO)C(=O)c2cccc(NC(=O)Nc3ccc(C(F)(F)F)cc3)c2O[C@H]1CN(C)S(=O)(=O)c1cccs1 | -5.6% | -5.9 | i | -17.0% | -0.6% | -0.4% | 5.3% | -31.6% | 41.4%[activator]
Cn1c(SCc2cc(=O)[nH]c3ccccc23)nnc1-c1ccco1 | 4.4% | 6.3 | -3.8% | 1.9% | -3.4% | -1.9% | -24.2% | -15.9% | 17.2%
O=c1oc(C2(O)CCCCC2)cc2ccccc12 | 9.7% | -0.8 | 2.8% | -2.5% | -3.8% | -7.5% | 0.0% | 2.7% | 16.7%
Cc1ccc(CNC(=O)c2cc3c(s2)-c2ccccc2SC3)cc1 | 10.8% | 5.1 | / | / | 9.7% | 11.7% | -17.0% | -11.5% | 29.8%
CCCCN(CC)C(=O)Cn1ncc2c1-c1cc(C)ccc1OC2 | -7.5% | 6.4 | -2.7% | 1.9% | 10.1%[57.1 µM] | 1.8% | 10.8%[57.1 µM] | -22.4% | 39.7%[activator]

Results in USP1 inh, for some of the entries so far:
SMILES	USP1 inh
O=c1oc(C2(O)CCCCC2)cc2ccccc12	2.7%
CCCCN(CC)C(=O)Cn1ncc2c1-c1cc(C)ccc1OC2	-22.4%

Continuation:
SMILES | GLS inh | PI4K2A block | PGK inhibitor | mIDH1 inhibitor | TrxR1 substrate | Pin1 inh | TrxR1 inh | USP1 inh | HP1b binding inh
COCCCNC(=O)/C=C/c1cccc(Cl)c1 | -1.6% | -2.4 | 2.0% | 0.7% | -0.6% | -0.4% | -5.2% | -7.2% | 24.9%
Cc1cccc(C(=O)N2CCNC(=O)C2CC(=O)Nc2cccc(Cl)c2)c1 (configuration not stated) | 0.0% | 1.2 | -8.7% | -2.8% | 1.2% | 1.8% | 28.2% | -25.1% | 46.0%[activator]
Cc1c(N2C(=O)CSC2c2ccc([N+](=O)[O-])cc2)c(=O)n(-c2ccccc2)n1C (configuration not stated) | -4.6% | -4.7 | -7.0% | -2.2% | 0.6% | 2.7% | 15.0% | -22.6% | 36.1%
CN1CCc2c(OCC(=O)N3CCCc4ccccc43)cccc2C1=O | 2.9% | 8.3 | -8.1% | -2.8% | 6.1% | -1.5% | -1.0%[57.1 µM] | -16.0% | 26.0%
CCCNC(=O)C[C@@H]1C[C@@H]2c3cc(NS(=O)(=O)c4ccc(OC)cc4)ccc3O[C@@H]2[C@@H](CO)O1 | 17.5% | -0.5 | -3.1% | 9.2% | / | / | / | -1.9% | /
CCN1C(=NCCN2CCOCC2)N[C@@H](c2ccccc2)C(C(=O)OC)=C1C | 0.1% | 1.5 | -2.0% | -8.8% | 5.3%[57.1 µM] | 2.3% | 13.9%[57.1 µM] | -11.8% | -16.9%
O=C(Nc1ccc(Br)c(Cl)c1)C1CC1 | 5.7% | 9.9 | 8.4% | 3.9% | 0.3% | -14.6% | 8.4% | -14.0% | 30.1%
CCOc1cc(N2CCOCC2)c(OCC)cc1NS(=O)(=O)c1cc(NC(C)=O)ccc1OC | -4.2% | -11.0 | -2.1% | 5.9% | -1.6% | ? | -4.5% | ? | 12.2%
O=C(Nc1cc(Cl)ccc1Oc1ccccc1)c1ccc(F)cc1 | 0.3% | -6.5 | i | 4.3% | -4.2% | 6.0% | -1.1% | -8.8% | 160.8%[activator]
CCOC(=O)CSc1nc(C)c(Oc2ccc(Cl)cc2Cl)c(=O)[nH]1 | 6.0% | -5.3 | -16.2% | 7.1% | 10.8% | 0.7% | 20.5% | -7.2% | 10.7%
CCc1c(C)sc(NC(=O)OC)c1C(=O)N1CCOCC1 | 11.8% | -2.1 | -9.7% | 1.9% | -0.6% | -22.3% | 8.7% | 0.9% | 10.5%
Cc1ccccc1NC(=S)NC1CCN(Cc2ccccc2)CC1 | -2.1% | 1.5 | i | 6.2% | -2.0%[11.4 µM] | -7.3% | -4.4% | -17.6% | 24.4%
CCCCc1ccc(S(=O)(=O)Nc2nnc(C)s2)cc1 | 2.6% | -4.2 | i | 4.3% | 4.6% | -11.4% | 6.1% | -18.2% | 36.8%
Cc1c(NC(=O)COC(=O)c2ccc(O)cc2)c(=O)n(-c2ccccc2)n1C | -4.4% | -10.8 | -0.2% | 11.3% | 5.8% | -6.9% | 21.7% | -9.3% | 7.9%
Cc1cc2cccc(C)c2nc1SCC(=O)NCC1CCCO1 (configuration not stated) | -13.2% | -8.6 | 1.6% | 24.8% | 9.3%[11.4 µM] | 9.4% | 21.8%[11.4 µM] | -13.5% | 27.8%

As entered above:
Cc1cccc(C(=O)N2CCNC(=O)C2CC(=O)Nc2cccc(Cl)c2)c1 (configuration not stated) @ TrxR1 inh: 28.2%
CN1CCc2c(OCC(=O)N3CCCc4ccccc43)cccc2C1=O @ GLS inh: 2.9%

From PubChem BioAssay
